cardiac RTF act = cardiac RTF calcium sensitization. P19429+P45379. 340,000 compounds, 0.24% hits. activation, % at 7.2 µM. IANBD-labeled TnC RTF fluorescence at EC20 calcium; 0% EC20 calcium, 100% full calcium. AID 493008;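 active = activation above the mean over all tested compounds plus 3 SD, cut at about 30% in these data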;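 note: rise in fluorescence read as greater calcium sensitivity of cardiac thin filaments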
Rtt109 Vps75 = inhibitors of Candida albicans Rtt109/Vps75 histone acetyltransferase; Q5AAJ8; AID 540336; 330,000 compounds, 0.16% hits; purified Rtt109/Vps75, ThioGlo CoA-SH fluorescence, 4 h; inhibition, % at 34.9 µM;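 active = inhibition of at least 50% in every replicate; inconclusive = best replicate reaches 50% inhibition but some replicates fall short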
Target sequence (Q5AAJ8 whole entry, looked up): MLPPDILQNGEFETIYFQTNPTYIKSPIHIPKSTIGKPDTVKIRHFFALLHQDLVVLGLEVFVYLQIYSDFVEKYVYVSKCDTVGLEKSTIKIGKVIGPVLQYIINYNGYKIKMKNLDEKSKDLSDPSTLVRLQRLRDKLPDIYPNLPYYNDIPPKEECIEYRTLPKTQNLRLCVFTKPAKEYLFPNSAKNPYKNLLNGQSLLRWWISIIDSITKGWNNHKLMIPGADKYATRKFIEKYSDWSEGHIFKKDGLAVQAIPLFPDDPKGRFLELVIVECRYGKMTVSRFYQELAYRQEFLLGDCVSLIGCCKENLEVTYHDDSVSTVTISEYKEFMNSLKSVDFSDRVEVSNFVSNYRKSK
HTR5A ag ctr = activates human HTR5A in OPRM1-OPRD1 agonist counter-screen | P47898 | HTR5A agonist assay, luminescence, cell-based | activation, % at 9.3 µM | 340,000 compounds, 0.61% hits | AID 504692; in the data active = activation mostly above about 9.5%, no sharp cut-off; inactive = mostly below about 7.6%;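 note: 0% = cells with vehicle only and 100% = reference agonist; strong numbers were not always called active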
Target sequence (P47898 whole entry, looked up): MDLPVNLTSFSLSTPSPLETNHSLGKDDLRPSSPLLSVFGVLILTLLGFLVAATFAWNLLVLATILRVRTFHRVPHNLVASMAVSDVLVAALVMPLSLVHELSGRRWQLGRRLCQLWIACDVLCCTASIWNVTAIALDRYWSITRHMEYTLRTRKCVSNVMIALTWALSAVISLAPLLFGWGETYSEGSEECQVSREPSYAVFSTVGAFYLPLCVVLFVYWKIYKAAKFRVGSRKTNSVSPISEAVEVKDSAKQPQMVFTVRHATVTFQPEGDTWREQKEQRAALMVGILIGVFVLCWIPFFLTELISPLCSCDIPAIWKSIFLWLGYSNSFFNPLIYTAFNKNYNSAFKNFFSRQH
MITF TRPM1 HTS = activators of MITF-driven TRPM1 promoter activity in SK-MEL-5 cells; activation, % at 12.5 µM; 300,000 compounds, 0.75% hits; SK-MEL-5 TRPM1-promoter luciferase, 24 h; % of positive control, neutral wells = 0;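 active = mean activation of at least 80% with every replicate also reaching 80%; inconclusive = mean reaches 80% but some replicate falls short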;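 note: 0% = neutral control wells and 100% = parthenolide positive control wells; values of inactives mirror those of a sister screen read the other way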
PvdQ acylase = blocks Pseudomonas aeruginosa PvdQ acylase activity; inhibition, % at 10 µM; purified PvdQ acylase, fluorescence plate reader; 340,000 compounds, 0.063% hits; in the data active = inhibition above about 30%, passing the limit was not always enough; inconclusive = no clear call, values can overlap the other calls;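 note: 0% = vehicle neutral wells and 100% = reference inhibitor wells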
Wnt act = Wnt/beta-catenin pathway activation; activation, % at 9.35 µM; AID 743398; 300,000 compounds, 1.2% hits; Wnt/beta-catenin reporter cell assay, activator, plate reader; in the data active = activation above about 30%, passing the limit was not always enough; inconclusive = no clear call, values can overlap the other calls;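 note: 0% = neutral control wells and 100% = positive control wells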
CDK5 inh = blocks human CDK5/p35 kinase activity | Recombinant CDK5/p35, ADP-Glo luminescence, 60 min | inhibition, % at 10 µM | 330,000 compounds, 0.01% hits;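 active = highest replicate inhibition of at least 50% and at least 75% of replicates reaching 50%; inconclusive = only one of the two criteria met; inactive = both criteria failed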;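 note: plate controls were DMSO neutral control for no effect and GW8510 at 10 µM for full effect; many of its hits are not listed in these tables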
SR-BI HDL uptake = mouse SR-BI HDL lipid transfer inhibition | 320,000 compounds, 0.96% hits | inhibition, % at 12.5 µM | ldlA[mSR-BI] CHO cells, DiI-HDL uptake fluorescence, 3 h | Q61009;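 active = mean replicate inhibition of at least 70% and a set share of replicates each scoring 70 or more; inconclusive = meets just one of the two criteria; inactive = fails both criteria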;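 note: 0% = median of neutral control wells and 100% = median of positive control wells; values of inactives mirror those of a sister screen read the other way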
dFosB activator = mouse delta FosB homodimer activation. P13346. purified delta FosB, TAMRA-CDK5 oligo fluorescence polarization; percent of positive-control signal above neutral wells. activation, % at 25 µM. 340,000 compounds, 0.99% hits. AID 493131;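 active = mean activation above about 17%, with every replicate also reaching it, limit read from the data, passing the limit was not always enough; inconclusive = only one of the two conditions met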;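 note: fluorescence polarization rise as delta FosB binds a TAMRA Cdk5 AP-1 oligo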
Target sequence (P13346 whole entry, looked up): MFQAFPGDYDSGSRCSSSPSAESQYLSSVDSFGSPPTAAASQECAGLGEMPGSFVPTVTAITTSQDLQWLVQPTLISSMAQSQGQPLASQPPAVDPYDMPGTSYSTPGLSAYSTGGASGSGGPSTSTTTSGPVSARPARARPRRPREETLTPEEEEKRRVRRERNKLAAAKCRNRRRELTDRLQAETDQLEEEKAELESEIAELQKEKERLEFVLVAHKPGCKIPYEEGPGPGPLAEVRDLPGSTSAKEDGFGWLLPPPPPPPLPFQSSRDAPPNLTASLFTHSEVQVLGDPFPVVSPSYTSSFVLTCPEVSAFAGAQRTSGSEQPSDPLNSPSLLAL
SR-BI DiI-HDL act = SR-BI HDL lipid transfer activation; CHO ldlA[mSR-BI] cells, DiI-HDL uptake fluorescence, 3 h; 100 = double the neutral-control signal; activation, % at 12.5 µM; 320,000 compounds, 0.096% hits;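 active = mean replicate activation of at least 60% and every replicate at or above 60%; inconclusive = mean or all-replicate condition met, but not both; inactive = mean below 60% and not all replicates reaching 60%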;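 note: 0% = median plate neutral-control signal and 100% = twice that signal; values of inactives mirror those of a sister screen read the other way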
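Assay system: CHO ldlA[mSR-BI] cells, LDL receptor-null, SR-BI overexpressing; medium: Ham's F12 with 0.5% BSA, HEPES 25 mM, pH 7.4; also added: DiI-HDL 10 µg/mL; timing: 3 h uptake period with compound, 37 °C; signal: DiI fluorescence, bottom read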
* hit, by the source's call; ? = inconclusive; nt = no result given.

SMILES	cardiac RTF act	Rtt109 Vps75	HTR5A ag ctr	MITF TRPM1 HTS	PvdQ acylase	Wnt act	CDK5 inh	SR-BI HDL uptake	dFosB activator	SR-BI DiI-HDL act
CC1CCCN(CCCNC(=O)c2ccc3c(c2)N(Cc2ccccc2F)C(=O)c2ccccc2S3(=O)=O)C1 (stereo not drawn)	-3	-2	-1	-29	-4	-2	0.1	-15	6	15
CCOC(=O)c1[nH]c2c(c1-c1ccccc1)C(=O)CC(c1ccccc1)C2 (stereo not drawn)	8	6	2	33	8	9	0.4	-5	-5	5
C=CC(=O)Nc1cccc(Oc2ccnc3[nH]ccc23)c1	-6	-14	-2	1	0	nt	0.1	39	4	-39
Cc1ccc(OCC(=O)N2CCN(C(=O)c3cccs3)CC2)cc1	-1	18	3	1	-20	nt	0.2	10	9	-10
COc1ccc(CC(=O)Nc2ccc(C)c(S(=O)(=O)N3CCCCCC3)c2)cc1	0	2	-2	-10	-11	-2	-0.1	34	-12	-34
O=S(=O)(NCCc1ccccn1)c1ccc(F)c(F)c1	7	5	-3	2	-16	-3	1.8	0	0	0
O=S(=O)(/C=C/C=C/S(=O)(=O)c1ccccc1)c1ccccc1	-3	17	-5	nt	13	-6	1.4	-13	-13	13
CCOc1cc(/C=C/C(=O)N(CC)CC(=O)NCc2cccs2)cc(Cl)c1OC	2	-2	-3	5	-14	0	-2.3	49	0	-49
Clc1ccc(-c2nnc(C34CC5CC(CC(C5)C3)C4)o2)cn1	2	-4	6	15	-12	nt	-0.8	20	-1	-20
COc1ccc(CCNc2oc(-c3ccccc3OC)nc2C#N)cc1	0	10	3	-1	-18	nt	-1.3	1	-2	-1
Cc1ccc(OCCCC(=O)Nc2ccc(S(=O)(=O)N3CCOCC3)cc2)cc1	-4	11	-7	-7	18	-1	-0.3	-32	-13	32
CC1(C)NC(=O)N(CC(=O)N2CCCC(C(F)(F)F)C2)C1=O (stereo not drawn)	-5	-16	1	-8	-9	-2	-0.1	-10	-6	10
CCCCCCc1cc2cc(-c3nnc(-c4ccccc4)o3)c(=O)oc2cc1O	77*	-17	0	-26	-11	nt	1.4	6	8	-6
Cc1cc(C)c2c(SC(C)C)nc(N)nc2n1	47*	-1	-2	2	-2	1	0.1	-38	-4	38
O=C(c1cccc(OC2CCN(Cc3cc(F)cc(F)c3)CC2)c1)N1CCCC1	-6	11	4	3	6	1	nt	5	-7	-5
COc1ccc(NC(=O)CCS(=O)(=O)c2ccc3c(c2)CCN3C(C)=O)cc1	-2	0	0	-6	-9	-3	1.1	-12	3	12
Cc1ccc(NC(=O)CNc2ccc(Cl)c(Cl)c2)cc1S(=O)(=O)N(C)C	10	-1	7	-30	-10	-1	0.4	13	-7	-13
CSc1sc(C(=O)NC(=O)NCc2cccnc2)c(C)c1-c1ccon1	-6	-13	5	nt	-10	-1	1.9	19	-4	-19
CCCCN(C)C(=O)C(Cc1ccccc1)NS(=O)(=O)c1ccc2c(c1)c(=O)n(C)c(=O)n2C (stereo not drawn)	1	-3	-2	-5	-4	-8	-0.2	-3	-10	3
O=C(CN(Cc1cccs1)C(=O)CNC(=O)c1ccco1)NC1CCCCC1	10	-5	-1	-15	-10	nt	-1.1	-18	-2	18
O=C(O)CNC(=O)C1COc2ccccc2O1 (stereo not drawn)	-2	-4	1	-31	-7	nt	0.6	-19	-2	19
C=C(C)Cn1c(N2CCCC2)nc2c1c(=O)[nH]c(=O)n2C	-5	-15	11	2	-12	0	0.5	15	2	-15
Cc1ccccc1-n1ncc2c([N+](=O)[O-])cc([N+](=O)[O-])cc21	0	-3	6	-65	-6	nt	1.5	46	-1	-46
CCOC(=O)c1[nH]c(CSc2nnc(-c3ccncc3)n2CCOC)c(C(=O)OCC)c1C	-10	7	-3	4	2	-5	-1.8	14	-9	-14
c1ccc(Cc2nn3c(-c4ccncc4)nnc3s2)cc1	-8	-7	-5	15	-2	-4	-2.2	-22	-6	22
Cc1ccc(C(=O)N/C(=C/c2cccnc2)C(=O)N2CCCCCC2)cc1	-3	-10	-2	-10	-5	4	-0.6	-3	-15	3
Cc1c(NC(=O)Nc2ccc(F)cc2)c(=O)n(-c2ccccc2)n1C	-4	1	0	-7	-5	0	-0.2	-21	1	21
CCN(CC)c1nc2c(c(=O)n(C)c(=O)n2C)n1CCCc1ccccc1	6	1	-2	2	-8	-1	-0.1	10	-4	-10
Cc1nc(SCCCSc2n[nH]c(C)n2)n[nH]1	-2	2	-3	-4	-26	2	1.0	8	1	-8
CC(C)(C)SCCNC(=O)c1ccccc1	-2	9	4	57	-15	20	-0.1	1	-5	-1
O=C(c1ccc(Cl)c(S(=O)(=O)N2CCCCC2)c1)N1CCN(c2ccccc2)CC1	0	6	12	-15	7	1	-1.4	26	-8	-26
Cc1ccc(NS(=O)(=O)c2c(C)noc2C)cc1	-10	-1	1	-3	-15	0	-1.4	nt	4	nt
O=C1CSC(c2ccccn2)N1c1ccc(F)cc1F (stereo not drawn)	0	-6	3	6	-16	-1	1.6	14	-1	-14
Cc1csc(NC(=O)c2ccc(C)c([N+](=O)[O-])c2)n1	0	-4	1	10	-14	?	0.9	nt	0	nt
Cc1ccccc1CNC(=O)CCNS(=O)(=O)c1ccc(OC(F)(F)F)cc1	-1	-3	3	-5	-8	3	-0.1	-20	-4	20
O=C(Cc1cccc(NC(=O)C2CCCN(C(=O)C3CCCC3)C2)c1)Nc1ccc(C(=O)N2CCOCC2)cc1 (stereo not drawn)	-1	-3	5	0	-4	0	1.1	-2	2	2
CCOC(=O)/C(C#N)=C\c1cc(C)n(-c2ccccc2)c1C	4	-6	-4	nt	4	12	0.7	30	-10	-30
Cn1ncc(Cl)c1C(=O)NC(=S)Nc1sc2c(c1C#N)CCCCC2	2	-8	0	6	6	1	0.7	14	-1	-14
COCCn1c(SCc2ccc(Cl)cc2)nc2c1c(=O)[nH]c(=O)n2C	-2	-5	-1	nt	8	2	0.3	-21	-2	21
Cc1ccc(-n2c(C)nnc2SCC(=O)N2CCOCC2)cc1	2	5	1	-6	4	-3	0.8	nt	-4	nt
O=C(NC1CCCCC1)c1cc(-c2ccco2)on1	-1	-24	2	24	-2	26	-0.4	3	-6	-3
CC(C)c1c(O)nc(SCCC(=O)O)[nH]c1=O	4	nt	2	nt	0	nt	-2.9	14	5	-14
CC(=O)N1CCN(S(=O)(=O)c2cccc(C(=O)OCc3ccc(C(C)(C)C)cc3)c2)CC1	-6	0	5	-22	-24	-6	-1.3	-8	-6	8
Fc1cccc(C2NN=C(c3ccccc3)S2)c1 (stereo not drawn)	-7	nt	2	1	8	-9	-1.8	11	-5	-11
CCCC(=O)Nc1cc(OC)c(C(=O)OC)cc1Cl	10	4	-5	-6	-18	-3	-4.5	-12	8	12
Cc1cccc(C(=O)N/N=C2\CS(=O)(=O)N(C)c3ccsc32)c1	0	2	0	-14	-5	-15	-1.2	nt	26*	nt
O=C(Nc1ccc(S(=O)(=O)Nc2ncccn2)cc1)c1ccccc1Br	-5	-1	3	14	-6	0	1.2	2	-2	-2
CCc1nc2ccccc2n1Cc1cc(=O)n2cc(C)ccc2n1	2	-8	-2	-3	-21	-4	1.5	11	2	-11
COc1ccc(-c2sccc2C(C)C(=O)O)cc1 (stereo not drawn)	-5	-21	4	6	5	1	2.1	16	-4	-16
CCOc1ncccc1C(=O)OCC(=O)NCCCc1ccccc1	-2	17	5	nt	-1	-3	-0.2	5	-2	-5
(continued)
SMILES	cardiac RTF act	Rtt109 Vps75	HTR5A ag ctr	MITF TRPM1 HTS	PvdQ acylase	Wnt act	CDK5 inh	SR-BI HDL uptake	dFosB activator	SR-BI DiI-HDL act
Cn1c(Nc2cccc(Cl)c2)nc2ccccc21	-1	-1	-1	21	-13	7	-0.3	4	-10	-4
Cc1ccc2cccc(OCC(=O)N3CC(C)CC(C)C3)c2n1 (stereo not drawn)	4	2	-2	-8	9	-1	0.9	-2	-3	2
Cc1csc(CN(C)C(=O)C2CCC(=O)N(CCN(C)C)C2)n1 (stereo not drawn)	-5	-3	-2	4	-15	-2	0.3	3	-7	-3
O=C(O)CCC(=O)N1N=C(c2ccccc2)CC1c1ccc(Br)cc1 (stereo not drawn)	4	-2	-2	-10	-14	1	0.7	7	-2	-7
COc1ccccc1-c1cccc([C@@H]2C[C@H]3[C@H](CON3C)CN2C(=O)C(C)(C)C)c1	-9	-2	-3	3	-2	-3	0.5	-6	-3	6
O=[N+]([O-])c1ccc(NC(=S)N2CCN(c3ccccn3)CC2)cc1	-1	-2	3	nt	-1	1	-3.4	9	0	-9
CN(C)CCSc1nc(N)c2c3c(sc2n1)COC(C)(C)C3	1	13	2	1	-14	0	-2.9	-1	-1	1
COc1ccccc1C(=O)NC(=S)Nc1cc(C(=O)O)ccc1C	10	0	-4	-2	-24	0	-1.1	-2	-4	2
O=C(c1cc([N+](=O)[O-])ccc1Cl)N1CCN(c2ccccc2)CC1	-1	-1	1	8	-2	-6	0.1	-2	-1	2

9 entries from above, set out differently.
smiles,cardiac RTF act,Rtt109 Vps75,HTR5A ag ctr,MITF TRPM1 HTS,PvdQ acylase,Wnt act,CDK5 inh,SR-BI HDL uptake,dFosB activator,SR-BI DiI-HDL act
COc1ccc(-c2sccc2C(C)C(=O)O)cc1 (stereo not drawn),-5,-21,4,6,5,1,2.1,16,-4,-16
CCOc1ncccc1C(=O)OCC(=O)NCCCc1ccccc1,-2,17,5,nt,-1,-3,-0.2,5,-2,-5
Cn1c(Nc2cccc(Cl)c2)nc2ccccc21,-1,-1,-1,21,-13,7,-0.3,4,-10,-4
Cc1ccc2cccc(OCC(=O)N3CC(C)CC(C)C3)c2n1 (stereo not drawn),4,2,-2,-8,9,-1,0.9,-2,-3,2
Cc1csc(CN(C)C(=O)C2CCC(=O)N(CCN(C)C)C2)n1 (stereo not drawn),-5,-3,-2,4,-15,-2,0.3,3,-7,-3
O=C(O)CCC(=O)N1N=C(c2ccccc2)CC1c1ccc(Br)cc1 (stereo not drawn),4,-2,-2,-10,-14,1,0.7,7,-2,-7
COc1ccccc1-c1cccc([C@@H]2C[C@H]3[C@H](CON3C)CN2C(=O)C(C)(C)C)c1,-9,-2,-3,3,-2,-3,0.5,-6,-3,6
O=[N+]([O-])c1ccc(NC(=S)N2CCN(c3ccccn3)CC2)cc1,-1,-2,3,nt,-1,1,-3.4,9,0,-9
CN(C)CCSc1nc(N)c2c3c(sc2n1)COC(C)(C)C3,1,13,2,1,-14,0,-2.9,-1,-1,1

Bioassay records from PubChem BioAssay.
